U2OS ROS induce: inducers of reactive oxygen species in cancer cells; hit rate 2% among 46,000; ROS induction (% of piperlongumine), % at 10 µM; AID 624156; U2OS ROS induction, H2DCF-DA fluorescence; in the data active = ROS induction above about 79%, passing the limit was not always enough; inconclusive = no clear call, values can overlap the other calls;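 also: 0% = DMSO vehicle median and 100% = reference compound median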
The depositor's hits bear a star; ? = inconclusive. This is a subset; rates above refer to the full screens.

SMILES	U2OS ROS induce
Cc1cc(C)c(C#N)c(Sc2ncnc3c2nnn3Cc2ccccc2)n1	74
C/C(=N\O)C(=O)Nc1cccc(C(F)(F)F)c1	-14
Cc1cc(C)n(-c2ncc(S(=O)(=O)c3ccc(Cl)cc3)c(N)n2)n1	-3
O=C(CCCCCCC(=O)Nc1ccccc1O)NN=C1CCCC1	7
COc1ccc(C)cc1NC(=O)CN(c1ccc(Cl)cc1)S(C)(=O)=O	58
COc1ccc(C(=O)NCc2cccnc2)cc1C(=O)NCc1cccnc1	-3
C[C@H]1CN([C@@H](C)CO)C(=O)c2cc(NC(=O)Cc3ccccc3)ccc2O[C@H]1CN(C)C(=O)Nc1ccc2c(c1)OCO2	3
COc1ccc(OC)c(NC(=O)CCn2cnc3ccccc3c2=O)c1	-7
O=C(CCn1nc(-c2ccc(Cl)cc2)ccc1=O)NCc1cccnc1	-1
C[C@H](CO)N1C[C@H](C)[C@H](CN(C)C)Oc2c(NC(=O)Nc3ccc4c(c3)OCO4)cccc2C1=O	-3
CC(CC[C@]1(C)C2CCC=C(CO)[C@]2(C)CC[C@H]1C)CC(=O)O (stereo partly specified)	-4
Cc1cc2c(cc1S(=O)(=O)N1CCc3ccccc31)OCC(=O)N2	18
C[C@H]1CN([C@@H](C)CO)C(=O)c2cc(NC(=O)C3CCCCC3)ccc2O[C@H]1CN(C)Cc1ccc(C(=O)O)cc1	-3
C[C@H](CO)N1C[C@H](C)[C@H](CN(C)S(=O)(=O)c2ccccc2)Oc2c(NC(=O)c3ccc(-c4nccs4)cc3)cccc2C1=O	11
CC(C)=CCC[C@@H](C)C/C=N/NC(=O)CCCCC(=O)NO	-5
C[C@@H]1CN([C@H](C)CO)C(=O)c2cc(NC(=O)Nc3cccc4ccccc34)ccc2O[C@H]1CN(C)Cc1ccncc1	11
C/C1=C/C[C@H](O)/C(C)=C\[C@H]2OC(=O)[C@@H](C)[C@@H]2CC1	-6
Cc1noc(C)c1NC(=O)Nc1cccc2c1O[C@H](CN(C)CC1CC1)[C@H](C)CN([C@@H](C)CO)C2=O	-12
CCN(CC)C(=S)SCc1cn2cccc(C)c2n1	8
Cc1ccc(N(C(C)C(=O)Nc2c(C)cc(C)cc2C)S(C)(=O)=O)cc1 (stereo unspecified)	-15
C[C@H](CCC(=O)O)[C@H]1CCC2[C@@H]3CC[C@@H]4C[C@H](O)CC[C@]4(C)C3C=C[C@@]21C (stereo partly specified)	-6
Cc1ccc(S(=O)(=O)N(C)C[C@@H]2Oc3ccc(N(C)C)cc3C(=O)N([C@H](C)CO)C[C@H]2C)cc1	5
C[C@@H]1CN([C@H](C)CO)C(=O)Cc2cc(NC(=O)Nc3ccc(F)cc3)ccc2O[C@H]1CN(C)S(=O)(=O)c1cn(C)cn1	2
C[C@@H]1CN([C@H](C)CO)C(=O)c2cccc(NC(=O)C3CC3)c2O[C@@H]1CN(C)S(=O)(=O)c1ccc(Cl)cc1	0
C[C@H]1CN([C@@H](C)CO)C(=O)CCCn2nncc2CO[C@@H]1CN(C)S(=O)(=O)c1cccs1	9
C[C@@H]1CCCCO[C@H](CN(C)S(=O)(=O)c2cn(C)cn2)[C@@H](C)CN([C@H](C)CO)C(=O)c2cc(NC(=O)C3CCCCC3)ccc2O1	5
O=C1c2ccccc2C2CC(c3cc(Cl)ccc3Cl)=NN12 (stereo unspecified)	0
CN(C)CCCN1C(=O)C(=O)C(C(=O)c2cccs2)C1c1ccco1 (stereo unspecified)	-7
C[C@H](CO)N1C[C@H](C)[C@@H](CN(C)Cc2ccc3c(c2)OCO3)Oc2ccc(NC(=O)Nc3cccc4ccccc34)cc2C1=O	30
Cc1ccnc(NS(=O)(=O)c2ccc(NC(=O)/C=C/c3ccccc3)cc2)n1	8
Cc1noc(C)c1S(=O)(=O)Nc1ccc2c(c1)C(=O)N([C@H](C)CO)C[C@H](C)[C@@H](CN(C)S(C)(=O)=O)O2	-7
CNC[C@@H]1Oc2c(NC(=O)C3CC3)cccc2C(=O)N([C@H](C)CO)C[C@@H]1C	-7
O=C(CC1Sc2ncnn2C1=O)Nc1ccccc1 (stereo unspecified)	4
C[C@@H]1CN([C@@H](C)CO)C(=O)CCCn2nncc2CO[C@@H]1CN(C)S(=O)(=O)c1ccc(-c2ccccc2)cc1	6
Cc1noc(C)c1NC(=O)Nc1cccc2c1O[C@H](CN(C)Cc1ccc3c(c1)OCO3)[C@@H](C)CN([C@H](C)CO)C2=O	-6
c1ccc2[nH]c(-c3nc4ccccc4s3)nc2c1	51
OCc1nc2ccccc2n1CC(O)Cn1ccc2ccccc21 (stereo unspecified)	-7
C[C@H](CO)N1C[C@H](C)[C@H](CN(C)Cc2ccc(-c3ccccc3)cc2)Oc2c(NC(=O)C3CC3)cccc2C1=O	18
O=c1c(-c2ccc(O)cc2)coc2cc(OC3OC(CO)C(O)C(O)C3O)cc(O)c12 (stereo unspecified)	-12
COC(=O)CCCCCCC(=O)NN=C1CCCCCC1	-8

Quoted from the listing:
C[C@H](CCC(=O)O)[C@H]1CCC2[C@@H]3CC[C@@H]4C[C@H](O)CC[C@]4(C)C3C=C[C@@]21C (stereo partly specified) – U2OS ROS induce: -6
Cc1noc(C)c1NC(=O)Nc1cccc2c1O[C@H](CN(C)Cc1ccc3c(c1)OCO3)[C@@H](C)CN([C@H](C)CO)C2=O – U2OS ROS induce: -6
Cc1ccc(S(=O)(=O)N(C)C[C@@H]2Oc3ccc(N(C)C)cc3C(=O)N([C@H](C)CO)C[C@H]2C)cc1 – U2OS ROS induce: 5
O=C(CC1Sc2ncnn2C1=O)Nc1ccccc1 (stereo unspecified) – U2OS ROS induce: 4
O=c1c(-c2ccc(O)cc2)coc2cc(OC3OC(CO)C(O)C(O)C3O)cc(O)c12 (stereo unspecified) – U2OS ROS induce: -12
Cc1ccnc(NS(=O)(=O)c2ccc(NC(=O)/C=C/c3ccccc3)cc2)n1 – U2OS ROS induce: 8

The results go on.
SMILES	U2OS ROS induce
C[C@@H]1CN([C@H](C)CO)C(=O)c2cccc(NC(=O)c3nc4ccccc4s3)c2O[C@@H]1CN(C)C(=O)Nc1ccc(F)cc1	26
Cn1nnc(N2C(=O)C(=O)C(C(=O)c3ccco3)C2c2ccccc2)n1 (stereo unspecified)	-11
C[C@@H]1CN([C@@H](C)CO)C(=O)CCCn2cc(nn2)CO[C@@H]1CN(C)C(=O)Nc1ccccc1F	17
COC(=O)c1ccc(N2C(=O)C(C)SC2c2ccccc2)cc1 (stereo unspecified)	-5
C[C@@H]1CN([C@@H](C)CO)C(=O)c2cccc(NC(=O)C3CCCCC3)c2O[C@H]1CN(C)Cc1ccc(-c2ccccc2)cc1	52
C[C@H](CO)N1C[C@H](C)[C@@H](CN(C)CC2CCCCC2)Oc2ccc(NC(=O)CCC(F)(F)F)cc2C1=O	-1
CCOC(=O)c1n[nH]c2c1CCCC2	-9
COc1ccc(S(=O)(=O)N(C)CC(=O)Nc2cc(C(F)(F)F)ccc2Cl)cc1	-5
C[C@H]1CN([C@@H](C)CO)C(=O)c2cc(NC(=O)Nc3cccc4ccccc34)ccc2O[C@H]1CN(C)Cc1ccc(-c2ccccc2)cc1	8
C[C@H]1CN([C@@H](C)CO)C(=O)Cc2cc(NC(=O)Nc3ccc(F)cc3)ccc2O[C@@H]1CN(C)Cc1ccncc1	10
C[C@@H]1CN([C@@H](C)CO)C(=O)CCCn2nncc2CO[C@H]1CN(C)C(=O)Nc1cccc2ccccc12	-17
Cc1nn2c(-c3cccc(NC(=O)CSc4nc5ccccc5o4)c3)nnc2c2ccccc12	?
C[C@@H]1CN([C@H](C)CO)C(=O)Cc2cc(NC(=O)C3CC3)ccc2O[C@@H]1CN(C)C(=O)Nc1ccc(F)cc1	10
CSc1ccccc1NC(=O)C(C)NS(=O)(=O)c1ccccc1 (stereo unspecified)	-4
C[C@H](CO)N1C[C@H](C)[C@H](CN(C)Cc2ccc(Cl)c(Cl)c2)Oc2ccc(NC(=O)Nc3ccc(C(F)(F)F)cc3)cc2CC1=O	14
Cc1ccc(S(=O)(=O)N(C)C[C@H]2Oc3ccc(NC(=O)c4ccncc4)cc3CC(=O)N([C@@H](C)CO)C[C@H]2C)cc1	1
C[C@H](CO)N1C[C@H](C)[C@H](CN(C)Cc2ccc3cccnc3c2)OCc2cnnn2CCCC1=O	6
C[C@@H]1CN([C@H](C)CO)C(=O)Cc2cc(N(C)C)ccc2O[C@@H]1CN(C)Cc1ccc(C(F)(F)F)cc1	-1
COC(=O)c1ccc(OCC(O)Cn2c(C)nc3ccccc32)cc1 (stereo unspecified)	18
C[C@H](CO)N1C[C@H](C)[C@@H](CN(C)C(=O)NC2CCCCC2)Oc2c(NS(=O)(=O)c3cccs3)cccc2C1=O	0
C[C@H](CO)N1C[C@H](C)[C@@H](CN(C)S(=O)(=O)c2cccs2)Oc2ccc(NC(=O)Nc3cccc4ccccc34)cc2C1=O	33
COC(=O)C[C@H]1[C@]2(C)C3=C(C)[C@H](c4ccoc4)C[C@H]3O[C@@H]2[C@H](OC(C)=O)C2[C@](C)(C(=O)OC)C=CC(=O)[C@@]21C (stereo partly specified)	-8
C[C@@H]1CN([C@@H](C)CO)C(=O)c2cc(NC(=O)CCN3CCOCC3)ccc2O[C@H]1CN(C)S(=O)(=O)c1cn(C)cn1	-6
CC(C)(C)c1ccc(OCC(=O)NCc2ccco2)c(Br)c1	13
O=C(N1CCCCC1)[C@@]1(Cc2ccccc2)COC(c2ccc(OCCCO)cc2)=N1	8
Cc1cc(C)c2c(/N=N/N3CCCCCC3)[nH]nc2n1	-1
C[C@@H]1CN([C@H](C)CO)C(=O)c2cccc(NS(=O)(=O)c3ccc(Cl)cc3)c2O[C@@H]1CN(C)C	-1
COc1ccc(-c2cc(C(F)(F)F)n3ncc(C(=O)NCc4nc5ccccc5[nH]4)c3n2)cc1OC	151*
Cc1cc(C(=O)Nc2cccc3c2O[C@H](CN(C)C(=O)Nc2ccccc2)[C@@H](C)CN([C@@H](C)CO)C3=O)n(C)n1	-7
O=C(CNS(=O)(=O)c1ccccc1)Nc1ccccc1Br	-3
Cc1noc(C)c1NC(=O)Nc1cccc2c1O[C@H](CN(C)Cc1ccc3c(c1)OCO3)[C@H](C)CN([C@@H](C)CO)C2=O	-7
C=CCN1C(=O)[C@@]2(O[C@@H](CCn3cc([C@H](O)c4ccccc4)nn3)[C@H]([Si](C)(C)c3ccc(OC)cc3)[C@H]2C)c2ccccc21	24
C[C@@H]1CN([C@H](C)CO)C(=O)Cc2cc(NS(=O)(=O)c3cn(C)cn3)ccc2O[C@H]1CN(C)S(=O)(=O)c1ccccc1	-9
COc1ccc(OC)c(NC(=O)COc2ccc3c(C)cc(=O)oc3c2)c1	3
C[C@@H]1CN([C@@H](C)CO)C(=O)c2cccc(NC(=O)C3CCCCC3)c2O[C@@H]1CN(C)S(=O)(=O)c1ccccc1	-8
CCc1cc2c3c(c(=O)oc2cc1OC)CCCC3	2
O=C(Nc1cccc(S(=O)(=O)N2CCOCC2)c1)Nc1cccc(Cl)c1Cl	-6
CCc1ccccc1NC(=O)COc1cc(O)c2c(=O)cc(-c3ccccc3)oc2c1	-12
CCOc1cccc(NC(=O)C2CC(=O)N(/N=C(\C)c3ccc(Br)s3)C(=N)S2)c1 (stereo unspecified)	6
C[C@@H]1CN([C@H](C)CO)C(=O)c2cccc(NC(=O)c3ccc(-c4nccs4)cc3)c2O[C@H]1CN(C)Cc1ccc2c(c1)OCO2	21

Five of the compounds above, bar-delimited.
smiles | U2OS ROS induce
C[C@H](CO)N1C[C@H](C)[C@@H](CN(C)Cc2ccc3c(c2)OCO3)Oc2ccc(NC(=O)Nc3cccc4ccccc34)cc2C1=O | 30
C[C@@H]1CN([C@@H](C)CO)C(=O)c2cccc(NC(=O)C3CCCCC3)c2O[C@@H]1CN(C)S(=O)(=O)c1ccccc1 | -8
C[C@H]1CN([C@@H](C)CO)C(=O)c2cc(NC(=O)Cc3ccccc3)ccc2O[C@H]1CN(C)C(=O)Nc1ccc2c(c1)OCO2 | 3
C[C@@H]1CN([C@H](C)CO)C(=O)c2cccc(NC(=O)C3CC3)c2O[C@@H]1CN(C)S(=O)(=O)c1ccc(Cl)cc1 | 0
C/C1=C/C[C@H](O)/C(C)=C\[C@H]2OC(=O)[C@@H](C)[C@@H]2CC1 | -6

Next records:
SMILES	U2OS ROS induce
CC(=O)OCC(=O)[C@@]1(OC(C)=O)[C@@H](C)C[C@H]2[C@@H]3C[C@H](F)C4=CC(=O)C=C[C@]4(C)[C@@]3(F)[C@@H](O)C[C@@]21C	-16
C[C@@H]1CCCCO[C@H](CN(C)Cc2ccc(C(F)(F)F)cc2)[C@@H](C)CN([C@H](C)CO)C(=O)c2cc(NC(=O)Nc3ccccc3)ccc2O1	137*
COc1ccc(C2C3=C(CCCC3=O)N=C3c4ccccc4C(=O)C32)cc1 (stereo unspecified)	26
COc1ccc(S(=O)(=O)Nc2ccc3c(c2)CC(=O)N([C@H](C)CO)C[C@@H](C)[C@H](CN(C)S(=O)(=O)c2cccs2)O3)cc1	-9
COc1cc([C@H]2OC[C@H]3[C@@H]2CO[C@H]3c2cc(OC)c(OC)c(OC)c2)cc(OC)c1OC	20
Cc1ccc(-c2noc(-c3cc(C(C)(C)C)nn3Cc3ccccc3)n2)cc1	-8
C=CCN1CCc2cc(OC)c(OC)cc2C1C#Cc1ccccc1 (stereo unspecified)	34
C[C@@H]1CN([C@H](C)CO)C(=O)c2cccc(NC(=O)c3ccncc3)c2O[C@H]1CN(C)Cc1ccc(C(F)(F)F)cc1	2
O=C(CC1CCCCC1)Nc1ccc2nc3n(c(=O)c2c1)CCCCC3	-1
Cc1cccc(NC(=O)CC2NCCNC2=O)c1 (stereo unspecified)	2
C[C@H]1CN([C@@H](C)CO)C(=O)c2cc(NC(=O)Cn3cnnn3)ccc2O[C@H]1CN(C)Cc1ccc(C(F)(F)F)cc1	-10
COC(=O)c1ccc(C2N(Cc3ccccc3)CCN2Cc2ccccc2)cc1	-7
C[C@H]1CN([C@@H](C)CO)C(=O)c2cc(NC(=O)Nc3ccc(F)cc3)ccc2O[C@H]1CN(C)S(=O)(=O)c1cn(C)cn1	-13
C[C@H](CO)N1C[C@H](C)[C@H](CN(C)Cc2ccc(Cl)c(Cl)c2)Oc2c(NC(=O)Nc3ccc4c(c3)OCO4)cccc2C1=O	22

Entries above that contain a tert-butyl group, in the order listed:
SMILES	U2OS ROS induce
CC(C)(C)c1ccc(OCC(=O)NCc2ccco2)c(Br)c1	13
Cc1ccc(-c2noc(-c3cc(C(C)(C)C)nn3Cc3ccccc3)n2)cc1	-8

Assay outcomes from PubChem.
